SNCA expr inh: inhibitors of alpha-synuclein (SNCA) gene expression; HEK-293 SNCA-luciferase knock-in, luminescence, 24 h; Potency, µM (doses to about 57.2 µM), without a hit: at the highest dose activity change, negative = inhibition, most hits filed as inhibitors; actives 0.17% (n = 140,000); AID 1671194;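 further: potency means the concentration at half of the fitted maximal effect; plate controls were DMSO cells for no effect and cell-free wells for full effect; nearly all actives have a fitted effect of over 45% in size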
Luciferase inh: Photinus pyralis luciferase inhibition; AID 1347043; purified P. pyralis luciferase, luminescence, biochemical; actives 2.5% (n = 76,000); P08659; Potency, µM (series often up to 115 µM), without a hit: at the highest dose activity change, negative = inhibition, usual class: inhibitors; further: potency means the concentration at half of the fitted maximal effect; nearly all actives have a fitted effect of over 65% in size
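Luminescence read by CCD imager after adding enzyme (10nM final) to wells holding compound, titrated in qHTS. Substrates 10uM each D-luciferin and ATP; buffer 50mM Tris acetate pH 7.5, 10mM Mg acetate, Tween-20, BSA.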
IP6K1 inhibitor: blocks human inositol hexakisphosphate kinase 1 | Q92551 | IP6K1 kinase, ADP-Glo luminescence, 2 h; active compounds read low | activity change, % (series mostly up to about 58 µM) | actives 0.81% (n = 140,000) | AID 1645851; in the data active means activity change below about -25%
Target sequence (Q92551 whole entry, looked up): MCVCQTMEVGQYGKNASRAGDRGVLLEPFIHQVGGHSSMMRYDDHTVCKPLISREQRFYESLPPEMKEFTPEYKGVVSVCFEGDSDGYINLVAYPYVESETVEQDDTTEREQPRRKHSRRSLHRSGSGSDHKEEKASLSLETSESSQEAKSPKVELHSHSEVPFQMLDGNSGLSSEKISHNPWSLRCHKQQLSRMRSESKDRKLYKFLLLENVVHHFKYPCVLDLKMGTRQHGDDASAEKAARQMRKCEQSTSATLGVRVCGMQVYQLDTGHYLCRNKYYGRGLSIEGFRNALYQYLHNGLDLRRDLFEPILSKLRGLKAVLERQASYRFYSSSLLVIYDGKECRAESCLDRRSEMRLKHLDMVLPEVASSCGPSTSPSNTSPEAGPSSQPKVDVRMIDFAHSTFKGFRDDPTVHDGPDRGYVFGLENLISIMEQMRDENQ
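ADP-Glo luminescence measures ADP made by human IP6K1 during a 2 h RT reaction with ATP/IP6 (mix at 1.3 mM/130 uM); top library doses 57.5 and 19.1 uM final.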
SNCA viab count: counter-screen for SNCA expression inhibitors: cell viability. HEK-293-SNCA-luc viability, GF-AFC fluorescence, 24 h. Potency, µM (highest dose often 57.1 µM), inactives show at the top dose activity change, negative = cytotoxicity, most hits filed as cytotoxic. actives 0.12% (n = 150,000);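 further: potency means the concentration at half of the fitted maximal effect; 0% = DMSO-treated cells and -100% = medium-only wells without cells; nearly all actives have a fitted effect of over 30% in size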
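HEK-293-SNCA-luc cells (1500/well) plated 24 h, then exposed 24 h to a dilution series; GF-AFC added 30 min at 37C, fluorescence 405/540 nm; normalised to medium-only and DMSO wells, Hill fit.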
3T3 cytotox: kills NIH 3T3 cells. NIH 3T3 viability, CellTiter-Glo ATP luminescence, 48-72 h. Potency, µM (series often up to 96.7 µM), for the others: top-dose activity change, negative = cytotoxicity, actives largely listed as inhibitors. actives 4.3% (n = 94,000); further: potency means the concentration at half of the fitted maximal effect; nearly all actives have a fitted effect of over 55% in size
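First NIH 3T3 cells are plated at 400 cells/well; next compound is pinned in; then plates incubate 48 or 72 hr at 37 °C; finally CellTiter-Glo is added and luminescence read after 10 min.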
HEK cytotox: HEK 293 cell cytotoxicity. HEK 293 viability, ATP luminescence (CellTiter-Glo), 48-72 h. Potency, µM (highest dose often 115 µM), without a hit: at the highest dose activity change, negative = cytotoxicity, hits mostly inhibitors. actives 6.6% (n = 94,000); further: potency means the concentration at half of the fitted maximal effect; nearly all actives have a fitted effect of over 60% in size
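HEK 293 cells seeded at 250 cells/well were exposed to compound for 48 or 72 hr at 37 degree Celsius. Viability taken as ATP content by CellTiter-Glo luminescence.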
GPT2 inhibitor: inhibitors of human GPT2 alanine aminotransferase; actives 0.25% (n = 100,000); Recombinant GPT2, coupled pyruvate oxidase/HRP Amplex Red fluorescence; Potency, µM (top dose mostly 57.7 µM), inactives show at the highest dose activity change, negative = inhibition, usual class: inhibitors; Q8TD30; AID 1671188; further: potency means the concentration at half of the fitted maximal effect; nearly all actives have a fitted effect of over 60% in size; many of its hits are not listed in these tables
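Inhibition is scored from Amplex Red fluorescence generated when pyruvate oxidase and HRP act on pyruvate released by GPT2. Reactions contain 10ng/uL enzyme, 250uM a-KG and 2mM L-alanine and run 30 min at room temperature.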
Numbers without * were called inactive; i = inactive; ? = inconclusive; . = not tested or not shown; [ ] = another dose, or the depositor's remark. Unless noted, the call rests on the fitted dose curve; in most records, active means well fitted curve in the direction sought with a large enough effect; inconclusive means small, poorly fitted or top-dose-only effect, or another doubt; inactive means no such curve, though single readings can be large; an effect the other way counts as inactive or inconclusive. Unless noted, on the % scale 0 is the no-effect control and ±100 the full control effect. The list is partial (hit frequency here may not be typical).

[1] COc1ccc(NC(=O)Cn2ccn(-c3ccccc3)c(=O)c2=O)cc1
[2] Cn1c(SCC(=O)Nc2ccc(F)cc2)nc2c([nH]c3ccccc32)c1=O
[3] CCNC(=O)N1CCCCCCNC(=O)[C@@H]2C[C@@H](c3nc(Cc4ccccc4)no3)C[C@@H]21
[4] Cn1cc(CN2C[C@H](C(=O)Nc3ccc(F)cc3)C[C@@H]2c2cccc(C(F)(F)F)c2)cn1
[5] O=C(c1cc2ccccc2oc1=O)N1CCN(c2ccc(F)cc2)CC1
[6] O=C(CCC1CCN(S(=O)(=O)c2ccccc2F)CC1)NCCCN1CCOCC1
[7] CN(C)C(=O)NC1CCCN(c2ccc3nnc(-c4ccccc4)n3n2)C1 (stereo not drawn)
[8] COCC(=O)NC[C@H]1OC[C@@H](NCc2cccc(C#N)c2)[C@@H]1O

assay / compound,1,2,3,4,5,6,7,8
Luciferase inh,.,.,0%,-4%,.,3%,.,-2%[172 µM]
HEK cytotox,.,.,i,?,.,-19%,?,-4%[172 µM]
IP6K1 inhibitor,-4,51,4,8,-7,18,-2,11
SNCA viab count,-3%,-1%,-2%,-1%,3%,12%,.,0%[87.6 µM]
GPT2 inhibitor,.,.,-14%,-17%,.,i,.,i
SNCA expr inh,-22%,8%,-3%,-27%,-7%,8%,.,11%[87.6 µM]
3T3 cytotox,.,.,-5%,?,.,i,45µM*,-6%[174 µM]

Some of the entries above in another layout.
Values in the order – Luciferase inh, HEK cytotox, IP6K1 inhibitor, SNCA viab count, GPT2 inhibitor, SNCA expr inh, 3T3 cytotox
3	CCNC(=O)N1CCCCCCNC(=O)[C@@H]2C[C@@H](c3nc(Cc4ccccc4)no3)C[C@@H]21
→ 0%, i, 4, -2%, -14%, -3%, -5%
4	Cn1cc(CN2C[C@H](C(=O)Nc3ccc(F)cc3)C[C@@H]2c2cccc(C(F)(F)F)c2)cn1
→ -4%, ?, 8, -1%, -17%, -27%, ?

Remaining list, next part:
[9] CCCN1CCN(CCCNC(=O)c2cnn(-c3ccc(F)cc3)c2-n2cccc2)CC1
[10] CCOC(=O)C1(Cc2cccc(OC)c2)CCCN(C(=O)CSc2ccncc2)C1 (stereo not drawn)
[11] O=C(c1cccnc1)N1C[C@@H]2OCC(=O)N(c3ccccc3)[C@@H]2C1
[12] CN1CCN(c2nc3c(s2)CN(C(=O)CCC2CCCC2)CC3)CC1
[13] CC(C)(C)NC(=O)Cn1ccn2nc(-c3ccc(F)cc3)c(CO)c2c1=O
[14] CCNC(=O)NCC1c2cc(OC)c(OC)cc2CCN1C(=O)Nc1ccccc1OC (stereo not drawn)
[15] COc1ccc(-c2cn3nc(N4CCCC(C(=O)NCc5ccccc5C)C4)sc3n2)cc1 (stereo not drawn)
[16] Cc1ccc(C2Cn3cnc(C(=O)N4CCC(C(=O)NC5CCCC5)CC4)c3CO2)cc1 (stereo not drawn)

assay / compound,9,10,11,12,13,14,15,16
Luciferase inh,.,-4%,-1%[172 µM],-8%,10%,-12%,.,?
HEK cytotox,.,28µM*,-4%[172 µM],?,1%,4%,.,4%
IP6K1 inhibitor,14,24,7,1,15,-7,-10,-6
SNCA viab count,1%,-11%,-4%[87.6 µM],-8%,11%,1%,-5%,2%
GPT2 inhibitor,.,?,-6%[88.5 µM],i,-21%,i,.,-7%
SNCA expr inh,-1%,-2%,-4%[87.6 µM],6%,4%,-14%,117%[activator],30%
3T3 cytotox,.,-12%,-6%[138 µM],?,4%,-17%,.,i

[17] COc1ccc(C(=O)N2CCC(N3C(=O)CCC3C(=O)NCc3ccccc3)CC2)c(C)c1 (stereo not drawn)
[18] CCN(c1ccccc1)S(=O)(=O)c1ccc(NC(=O)c2cc(=O)c3cc(C)cc(C)c3o2)cc1
[19] O=C(c1ccccc1Cl)N1CCN(c2ccc3nnc(C4CC4)n3n2)CC1
[20] Cc1cc(C)c(NC(=O)Nc2csc3c2CCCC3)c(C)c1
[21] CCOC(=O)C1CCN(C(=O)c2cc3c(n2C)CCN(Cc2ccccc2)C3)CC1
[22] Cc1cccc(NC(=O)N2CC(Oc3cccc(-c4nc(C)no4)c3)C2)c1
[23] O=C(Nc1ccc(F)cc1F)c1ccc(-n2cnc3cccnc32)cc1
[24] CN(CC[C@H]1CN(C(=O)C(C)(C)C)CC[C@H]1CC(=O)O)c1ccccc1

assay / compound,17,18,19,20,21,22,23,24
Luciferase inh,-6%,.,.,.,-25%,.,.,-13%[172 µM]
HEK cytotox,-10%,.,-2%,.,?,?,.,-16%[172 µM]
IP6K1 inhibitor,-6,5,3,7,-2,11,24,-9
SNCA viab count,5%,11%,.,2%,-4%,-6%,-10%,7%[87.6 µM]
GPT2 inhibitor,i,.,.,.,3%,-1%,.,i
SNCA expr inh,-15%,10%,.,12%,45%[activator],40%[activator],-26%,2%[87.6 µM]
3T3 cytotox,-20%,.,-25%,.,-24%,?,.,-27%[138 µM]

[25] Cc1nn(C(=O)CCCC(=O)N2CCC(c3nc(C4CCOCC4)no3)CC2)c2ccccc12
[26] CCCN1CCCC12Cc1ccccc1CN(C(=O)CC)C2 (stereo not drawn)
[27] Cc1cc(C)n(C(C)CC(=O)Nc2ccc(Cl)cc2C)n1 (stereo not drawn)
[28] CCN1C(=O)CN(C(=O)C2CCCC2)CC12CCOCC2
[29] COc1ccccc1CNC(=O)CCC1N=C2c3ccccc3N=C(SCC(=O)Nc3ccc(N(C)C)cc3)N2C1=O (stereo not drawn)
[30] CN1CCC(N[C@@H]2CO[C@H](CNC(=O)Nc3ccccc3)[C@H]2O)CC1
[31] CS(=O)(=O)N1CCCN(C(=O)CN2CCCC2=O)CCNC(=O)CC1c1ccccc1 (stereo not drawn)
[32] Cc1ccc(CNC(=O)c2c(Nc3ccccc3C)sc(C(=O)c3ccc(F)cc3)c2N)cc1

assay / compound,25,26,27,28,29,30,31,32
Luciferase inh,-11%,.,.,-2%,.,13%[172 µM],-7%,.
HEK cytotox,?,-11%,.,-4%,.,-3%[172 µM],-10%,.
IP6K1 inhibitor,13,-3,0,-9,-4,5,-4,-26*
SNCA viab count,1%,-11%,7%,7%,-13%,-5%[87.6 µM],3%,?
GPT2 inhibitor,i,-7%,.,-10%,.,-1%[88.5 µM],?,.
SNCA expr inh,1%,-8%,7%,14%,12%,14%[87.6 µM],-5%,?
3T3 cytotox,-26%,5%,.,i,.,0%[174 µM],-11%,.

[33] COc1ccc(-n2c(=O)c3ccccc3n(CC(=O)NCCc3ccccc3)c2=O)c(OC)c1
[34] O=C(O)CCn1ncc2cc(OC3CCN(C(=O)C4CCCC4)CC3)ccc21
[35] O=C(Nc1cccc(C(F)(F)F)c1)O[C@@H]1CO[C@H]2[C@@H]1OC[C@@H]2n1nnnc1-c1ccccc1
[36] CCCCOc1ccc(-c2nc(C3CC(=O)N(c4ccc(OC)cc4)C3)no2)cc1 (stereo not drawn)

assay / compound,33,34,35,36
Luciferase inh,.,?,-22%,4%
HEK cytotox,.,i,-16%,0%
IP6K1 inhibitor,-4,-4,11,-2
SNCA viab count,?,-2%[87.6 µM],-3%,6%
GPT2 inhibitor,.,-8%[88.5 µM],-12%,-9%
SNCA expr inh,9%,-2%[87.6 µM],-15%,23%
3T3 cytotox,.,45µM*,-27%,-7%

Three entries from above in a different format:
(32) Cc1ccc(CNC(=O)c2c(Nc3ccccc3C)sc(C(=O)c3ccc(F)cc3)c2N)cc1
  Luciferase inh: . | HEK cytotox: . | IP6K1 inhibitor: -26* | SNCA viab count: ? | GPT2 inhibitor: . | SNCA expr inh: ? | 3T3 cytotox: .

(33) COc1ccc(-n2c(=O)c3ccccc3n(CC(=O)NCCc3ccccc3)c2=O)c(OC)c1
  Luciferase inh: . | HEK cytotox: . | IP6K1 inhibitor: -4 | SNCA viab count: ? | GPT2 inhibitor: . | SNCA expr inh: 9% | 3T3 cytotox: .

(34) O=C(O)CCn1ncc2cc(OC3CCN(C(=O)C4CCCC4)CC3)ccc21
  Luciferase inh: ? | HEK cytotox: i | IP6K1 inhibitor: -4 | SNCA viab count: -2%[87.6 µM] | GPT2 inhibitor: -8%[88.5 µM] | SNCA expr inh: -2%[87.6 µM] | 3T3 cytotox: 45µM*

Compound activity: PubChem BioAssay, National Center for Advancing Translational Sciences (NCATS)
